Source: PubChem
Ins promoter up = insulin promoter activators in MIN6 cells, imaging, high-content screening, mouse beta cells | MIN6 insulin promoter-GFP reporter; stronger effect = higher value | z-score at 5 µM | actives 0.3% (n = 190,000) | AID 1625, 2009;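 active = z-score above 3 at 5 µM with at least 500 cells counted in the well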
human PMI inhibition = inhibitors of human PMI, primary screen, biochemical, fluorescence intensity, coupled assay (AID 1209) | inhibition, % at 20 µM, or IC50 in µM where a hit was titrated | Mannose-6-phosphate isomerase (Homo sapiens) | actives 0.42% (n = 190,000) | purified PMI enzyme, coupled fluorescence intensity; higher % means a stronger effect;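 note: plate controls were DMSO vehicle for no effect and wells lacking substrate for full effect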
bCat nuc transl = modulators of beta-catenin nuclear translocation, primary screen, imaging, HeLa cells, immunofluorescence, high-content | actives 0.3% (n = 190,000) | nuclear translocation activity, % at 5 µM;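 active = nuclear translocation activity above 50% at 5 µM, with a well cell count of 50 or more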;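 note: per-cell ratio of nuclear to cytoplasmic median beta-catenin stain intensity; plate controls were DMSO negative control for no effect and GSK-3 inhibitor IX positive control for full effect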
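Test system: human HeLa cells, endogenous beta-catenin. Times: 24 h compound exposure, 37°C. Measured by: beta-catenin immunofluorescence imaging with DAPI.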
Hep lipid drop = inhibitors of hepatocyte lipid droplet formation, primary screen, imaging, high-throughput imaging, BODIPY stain. actives 0.4% (n = 240,000). inhibition, % at 6.5 µM. AML12 mouse hepatocytes, oleate lipid droplets;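 active = lipid droplet intensity inhibited by at least 50%, with more than 500 cells counted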
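Test system: AML12 mouse liver cells; schedule: overnight exposure; technique: high-content imaging of BODIPY-stained droplets and DAPI nuclei; read-out: % inhibition of corrected integrated BODIPY droplet signal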
PMI inhibition = human PMI inhibitors, high substrate, primary screen, biochemical, fluorescence intensity, high mannose 6-phosphate (AID 1220). Mannose-6-phosphate isomerase (Homo sapiens). recombinant PMI enzyme, coupled fluorescence intensity; higher % means a stronger effect. inhibition, % at 20 µM; hits with a dose series show IC50 in µM. actives 0.66% (n = 190,000)
MT stabilize HCS = microtubule stabilizers in HeLa cells, primary screen, imaging, high-content imaging. HeLa tubulin immunostaining HCS, 24 h; share of cells brighter than vehicle mean+2SD. % tubulin-high responders, % at 10 µM. actives 0.83% (n = 200,000). AID 2205, 2009;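 active = plate Z-score above 3 for both tubulin-high and condensed-nucleus cell shares, with cell loss under 80%, at 10 µM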;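 note: anti alpha tubulin signal scored within the nucleus-defined area of each cell; some results filed as inactive read as strong as hits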
TNAP activators = human TNAP enzyme activators, primary screen, biochemical, luminescent, no phosphate acceptor, uHTS (AID 1001); purified TNAP, luminescent activation assay, no phosphate acceptor; higher activation fold means a stronger effect; actives 0.03% (n = 200,000); activation fold at 20 µM; hits with a dose series show EC50 in µM; Alkaline phosphatase, tissue-nonspecific isozyme (Homo sapiens); in the data active = activation fold from about 3, or a potency from the dose series; inactive = the rest, 99 in 100 with activation fold below about 1.6; note: many of its hits are not listed in these tables
Autophagy mod = autophagy modulators in MEF cells, primary screen, imaging, high-content, MEF GFP-LC3; MEF GFP-LC3 puncta imaging; test concentration mostly 10 µM; calls only at 10 µM (by protocol); AID 463193, 2010; actives 0.98% (n = 190,000);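 active = percentage of spot-positive cells more than 3 SD above its plate mean, without a fluorescence outlier flag or 80% toxicity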;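 note: spot-positive cell cutoff set from DMSO-treated cells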
T cell modulator = modulators of CD8 T cell-vesicle binding, primary screen, mouse 2C CD8+ T cells, flow cytometry | 2C CD8+ T cell-vesicle binding; stronger effect = lower value | AID 2052, 2009 | calls only at 7 µM | actives 0.068% (n = 330,000);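 active = response, share of CD8 T cells binding vesicles, and their 90th percentile fluorescence all below set limits, cut at about 80% in these data, passing the limit was not always enough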
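Assay system: 2C TCR transgenic mouse naive CD8+ T cells, MACS-purified | Read-out: CD8+ gate FL2 mean fluorescence as % of same-row positive control | Signal: High-throughput flow cytometry with anti-B7-1 and anti-CD8 staining | Timing: Binding step 1.5 h, 37 °C, antibody labelling 20 min, ice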
Ins promoter up cell count = recorded beside Ins promoter up, whose call it bears; cell count; measured here: cytotoxicity, nuclei count;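 total cells summed across four imaged fields per well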
Hep lipid drop cells 6.5 µM = second read-out of Hep lipid drop, no call of its own (marks repeat the call); cell count; measured here: cell count, cytotoxicity flag;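 cells counted across two imaged fields per well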
bCat nuc transl cell count 5 µM = further read-out of bCat nuc transl, marked with its call; cell count; measured here: cell count, cytotoxicity flag
T cell modulator vesicle-bound % = also measured in T cell modulator; calls as there; double positive events, %; measured here: CD8+ vesicle-bound cell fraction;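 binding gate set so that unloaded-vesicle control wells show 10% double positive cells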
MT stabilize HCS Hoechst-high % = second read-out of MT stabilize HCS, no call of its own (marks repeat the call); % Hoechst-high responders; measured here: nuclear condensation Hoechst responders;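 share of cells brighter than vehicle mean plus two SD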
MT stabilize HCS cytotoxicity % = also measured in MT stabilize HCS; calls as there; toxicity, %; measured here: cytotoxicity by cell density;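 0% = mean cell density of plate MIN control wells and 100% = no cells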
Autophagy mod cell loss 18 h = further read-out of Autophagy mod, marked with its call; toxicity, %; measured here: cell loss, nuclei count;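 cell loss after 18 h compound exposure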
The depositor's hits bear a star; i = inactive; · = not tested or not shown; + = active, no number. Cut-off read from the data, not from the text of the source, unless noted: active = inhibition above about 50%; inactive = the rest. Compounds were not picked by outcome, and some 2.9% of all compounds hit somewhere here.

SMILES	Ins promoter up	Ins promoter up cell count	human PMI inhibition	bCat nuc transl	bCat nuc transl cell count 5 µM	Hep lipid drop	Hep lipid drop cells 6.5 µM	PMI inhibition	MT stabilize HCS	MT stabilize HCS Hoechst-high %	MT stabilize HCS cytotoxicity %	TNAP activators	Autophagy mod	Autophagy mod cell loss 18 h	T cell modulator	T cell modulator vesicle-bound %
COC(=O)c1c(NC(=O)CN2CCN(C(=O)c3ccco3)CC2)c2cc(C)ccc2n1C	-1.4	914	0%	0.2	1144	·	·	6%	3.5	2.7	3.9	1.1	i	11	i	16
O=C(CNC(=O)c1cc2c(s1)CCC2)Nc1ccccc1Br	·	·	4%	·	·	7	821	-2%	1.8	1.6	5.4	1.2	i	-10	i	35
CS(=O)(=O)N1CCN(c2ccccc2NC(=O)c2ccc(-c3ccc(Cl)cc3Cl)o2)CC1	-1	1202	14%	·	·	-1	571	2%	1.7	1.7	30	1.1	i	12	i	35
C/C(=N\NC(=O)c1c(C)nc2ccccn12)c1ccc(N2CCOCC2)cc1	-0.53	1182	-7%	-4.0	1173	-6	713	2%	4.5	3.1	6.2	1.4	i	-1	i	47
COc1ccccc1NC(=O)c1ccc(NC(=O)COC(=O)C2CCCO2)cc1 (stereo not given)	0.47	1267	4%	0.3	1048	28	724	4%	3.8	2.2	6.4	1	i	4	·	·
Cc1ccc2cc(CN(Cc3ccc(F)cc3)Cc3nnnn3C3CCCC3)c(=O)[nH]c2c1	0	1047	8%	-1.1	1086	-43	441	0%	1.9	3.0	17	1	i	-2	i	23
C=CCn1c(-c2ccccc2)ccc(C#N)c1=O	0.29	1541	5%	2.2	1289	·	·	4%	5.6	2.1	9.8	1.1	i	2	i	24
Cc1ccc(Nc2ncc(C(=O)NCCCN3CCN(C)CC3)c3ccccc23)cc1Cl	0.44	1001	4%	-1.1	1012	-47	689	7%	3.7	1.6	10	1.1	i	10	i	26
COc1ccccc1-n1cnc2c(c1=O)c1nc3ccccc3nc1n2-c1ccc(C)c(C)c1	-0.56	1396	0%	-0.4	1096	1	659	-12%	4.5	2.8	9.7	1	i	4	·	·
Fc1cccc(Nc2nc3ccccc3n3nnnc23)c1	-0.57	999	-6%	·	·	·	·	-2%	3.6	2.1	3.2	1.2	i	9	i	47
N/C(=N\NC(=O)c1cccc(F)c1)c1cc2ccccc2oc1=O	0.27	1480	·	-1.0	1289	-38	658	·	·	·	·	·	·	·	i	13
CCN1CCN(C(=O)c2cc3c(-c4ccc(Cl)cc4)nn(C)c3s2)CC1	-1.1	985	3%	1.6	1036	·	·	0%	1.4	3.3	7.9	1.2	i	2	i	23
COc1cccc2cc(C(C)N(CCCN3CCOCC3)C(=S)Nc3cc(C)ccc3C)oc12 (stereo not given)	-0.88	1293	10%	-0.3	968	-6	754	8%	1.3	1.5	4.6	1.1	i	12	i	60
CCCCCC(=O)NNC(=S)NC(=O)c1ccccc1[N+](=O)[O-]	-0.2	1623	0%	-0.8	1009	12	713	-9%	3.7	1.6	6.0	1.9	i	0	i	20
COc1ccc(N(Cc2cc3ccccc3[nH]c2=O)C(=O)C2CCCO2)cc1 (stereo not given)	0.46	1000	10%	-2.4	725	·	·	9%	2.5	2.1	13	1.1	i	14	i	34
CCCOc1ccc(N2C(=O)CC(N(CCC)C(=O)CCC(=O)O)C2=O)cc1 (stereo not given)	0.76	1319	12%	0.4	1026	-8	688	8%	3.6	1.6	7.2	1.1	i	9	i	41
Cc1ccc(-n2c(SCC(=O)Nc3ccc4c(c3)OCO4)nnc2-c2ccoc2C)cc1	-1.2	1150	1%	-6.1	967	·	·	3%	2.1	2.5	0.1	1	i	-1	i	51
COc1cc(NC(=O)c2csc3c2CCCC3)ncn1	0.02	938	7%	·	·	-19	706	6%	5.1	2.4	10	1.1	i	-5	i	34
COc1ccc(CC(NC(C)=O)C(=O)NC2CCN(C(=O)c3ccc(OC)c(OC)c3)CC2)cc1OC (stereo not given)	-0.24	1592	7%	1.6	913	16	749	-1%	3.4	1.3	8.0	1.1	i	10	i	54
O=C(CSc1ccc(Cl)cc1)Nc1ccc(N2CCN(C(=O)c3ccco3)CC2)cc1	0.77	1285	15%	·	·	27	684	14%	3.3	2.1	10	1	i	8	i	9
COC(=O)c1ccc(NC(=O)c2ccccc2NS(=O)(=O)c2ccccc2)cc1	0.57	1405	10%	-3.3	1443	·	·	5%	1.9	1.3	2.3	1.1	i	-12	i	21
Cc1ccc(-c2cc(-c3ccc(C)o3)nc(N)c2C#N)cc1	-0.1	1278	6%	-0.4	933	·	·	-39%	3.9	2.4	4.0	1.1	i	14	i	4
N#CC1=C(N)N2C(=C(C#N)C13CCN(Cc1ccccc1)CC3)Nc1ccccc12	-0.23	1842	16%	2.8	898	-7	566	19%	2.3	1.9	4.2	1	i	-2	i	12
CCN(CC(=O)NC1CCS(=O)(=O)C1)C(=O)C(c1ccccc1)c1ccccc1 (stereo not given)	0.01	1369	12%	·	·	12	722	9%	3.3	1.5	5.1	1.1	i	4	i	26
COc1ccc(N2C(=O)C3C(C2=O)C3(c2ccccc2)c2ccccc2)cc1 (stereo not given)	-0.35	1465	·	7.5	1024	-21	726	·	·	·	·	·	·	·	i	51
Cc1cc(O)ccc1NC1=CC(=O)CC(C)(C)C1	-0.19	1330	5%	0.6	554	-5	722	19%	4.4	2.3	2.1	1	i	-3	i	59
O=S1(=O)N=C2CCCN2C(c2ccc(F)cc2)N1 (stereo not given)	-0.15	951	0%	-0.4	1124	·	·	0%	4.6	3.4	7.0	1.2	i	9	i	12
Cc1ccccc1CSc1nnc(NC(=O)C2COc3ccccc3O2)s1 (stereo not given)	-0.13	1242	5%	2.3	1333	·	·	4%	3.8	2.2	6.0	1	i	9	i	25
CCN(CC)c1ccc2cc(C(C)=O)c(=O)oc2c1	0.96	1475	11%	-1.5	1402	·	·	4%	2.2	1.2	6.2	1	i	1	i	44
COc1ccc2c(c1)Cc1sc(NC(=O)c3cccnc3)nc1-2	0.21	1054	24%	-0.2	1103	3	679	64%*	4.8	3.6	5.7	1.1	i	12	i	58
COc1ccc(C(C(=O)NC2CCCC2)N(C(=O)c2snc(-c3ccc(F)cc3)c2N)c2ccc(F)cc2)cc1 (stereo not given)	-1.6	1263	-11%	3.9	1361	·	·	-12%	3.8	1.0	11	1.1	i	-27	i	36
Cc1ncc(CN2CCN(CCC(C)C)C(CCO)C2)s1 (stereo not given)	0.03	1508	2%	-0.5	1143	-2	708	9%	2.8	3.9	4.1	1.1	i	-6	i	53
Cc1cc(C)n(C(=O)c2sc3cc(F)ccc3c2Cl)n1	·	·	5%	1.2	884	0	645	1%	4.1	2.1	5.6	1.1	i	20	+	·
O=C1c2ccccc2C(=O)N1c1cccc(-c2nc3ccccc3o2)c1	-0.37	1258	3%	-3.2	1150	-16	731	-6%	2.7	2.6	5.2	1	i	-2	i	50
CCN(CC)S(=O)(=O)c1ccc(NC2c3ccccc3C(=O)N2Cc2ccc3c(c2)OCO3)cc1 (stereo not given)	0.09	879	11%	·	·	·	·	10%	4.2	3.1	8.5	1	i	6	i	23
COC(=O)CN1C(=O)C(O)(CC(=O)c2ccc(C)cc2)c2cc(Br)ccc21 (stereo not given)	-0.35	1810	-2%	-0.2	1069	-12	665	-14%	2.1	3.4	8.8	1	i	-4	i	41
COc1ccc(C(=O)NNC(=O)CSc2nnc(COc3ccc4ccccc4c3)n2C)cc1	0.07	1571	-4%	-1.8	1384	·	·	8%	2.4	1.7	4.0	1.1	i	-35	i	56
CCC(=O)Nc1ccc(N2CCOCC2)c(S(=O)(=O)Nc2ccc(OC)cc2)c1	-0.42	1181	-23%	-1.0	1122	9	718	-9%	5.2	3.1	8.5	1	i	9	i	39
O=C(CSc1nc(C2CCCCC2)nc2ccccc12)N1CCCC1	-0.18	1478	5%	-2.2	1061	-12	735	6%	2.3	1.7	10	1.1	i	-5	i	35
CCOC(=O)c1sc(NC(=O)C2C3C=CC(C3)C2C(=O)O)nc1C (stereo not given)	·	·	8%	-7.3	1016	-3	792	9%	2.0	1.0	12	1	i	8	i	49
CNC(=O)c1c(Br)cnn1-c1ccc(C)cc1	0.02	1499	16%	-2.1	911	-5	639	13%	1.8	1.6	4.9	1.1	i	-27	i	53
Cc1cc(S(=O)(=O)N2CCN(c3ccccc3O)CC2)c(C)s1	-0.55	924	13%	·	·	·	·	9%	2.8	4.7	12	1.1	i	-2	i	25

Limited to T cell modulator, for some of the entries so far:
| mol | T cell modulator |
| --- | --- |
| O=C1c2ccccc2C(=O)N1c1cccc(-c2nc3ccccc3o2)c1 | i |
| CCN(CC)S(=O)(=O)c1ccc(NC2c3ccccc3C(=O)N2Cc2ccc3c(c2)OCO3)cc1 (stereo not given) | i |
| COC(=O)CN1C(=O)C(O)(CC(=O)c2ccc(C)cc2)c2cc(Br)ccc21 (stereo not given) | i |
